bovine MsrA act: bovine methionine sulfoxide reductase A activation; purified bovine MsrA, absorbance read-out; 360,000 tested, 0.3% active; activation, % at 10.6 µM; in the data active = activation above about 7.5%;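 note: 0% = vehicle and 100% = reference activator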
eLon inh: inhibitors of E. coli Lon protease | purified E. coli Lon protease, fluorescence polarization | inhibition, % at 7.94 µM | AID 602123 | P0A9M0 | 360,000 tested, 0.42% active; in the data active = inhibition above about 13%, passing the limit was not always enough;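 note: 0% = enzyme with probe and DMSO and 100% = no enzyme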
MT1-MMP act inh: MT1-MMP (human) activation inhibition; P50281; HT1080 RFP-PRO-GFP cells, GFP/RFP ratio fluorescence, overnight; percent of plate control window, DMSO zero; GFP/RFP ratio change, % at 20 µM; 360,000 tested, 0.061% active; AID 651647;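 active = GFP/RFP ratio change of at least 30% with cell ATP level not reduced by more than half and red fluorescence within 50% of control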; note: strong numbers were not always called active
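Read-out: GFP/RFP fluorescence ratio; Test system: RFP-PRO-GFP reporter HT1080 cells; Compound dosing: single-point 20 µM compound, 1% DMSO; Times: overnight compound exposure at 37 °C.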
Tb MetRS inh: blocks T. brucei methionyl-tRNA synthetase activity; AID 624268; 360,000 tested, 0.4% active; purified T. brucei MetRS, ATP depletion, Kinase-Glo luminescence; inhibition, % at 11.9 µM;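 active = inhibition above a per-plate cutoff of the control wells' mean inhibition plus 3 SD, cut at about 5.5% in these data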;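 note: 0% = DMSO wells median and 100% = median of wells with control inhibitor compound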
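assay system = parasite MetRS enzyme | timing = 15 min preincubation, 2 h reaction, all 25 °C | evaluation = percent inhibition relative to median high and low control wells | medium = HEPES buffer containing pyrophosphatase, BSA, spermine, DTT | compound = single dose, 11.9 µM final nominal, 0.9% final DMSO | detection = Kinase-Glo luminescence, ATP depletion format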
FAS TE block: inhibitors of human fatty acid synthase thioesterase domain; 360,000 tested, 0.67% active; inhibition, % at 15 µM; recombinant FAS-TE, OMFH fluorogenic substrate, fluorescence endpoint; P49327;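 active = compounds whose normalised, plate-corrected inhibition of enzyme fluorescence in the single-dose primary screen is 50% or more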;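 note: 0% = DMSO with enzyme and 100% = substrate without enzyme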
Target sequence (P49327 whole entry, looked up, the tested form may be a part): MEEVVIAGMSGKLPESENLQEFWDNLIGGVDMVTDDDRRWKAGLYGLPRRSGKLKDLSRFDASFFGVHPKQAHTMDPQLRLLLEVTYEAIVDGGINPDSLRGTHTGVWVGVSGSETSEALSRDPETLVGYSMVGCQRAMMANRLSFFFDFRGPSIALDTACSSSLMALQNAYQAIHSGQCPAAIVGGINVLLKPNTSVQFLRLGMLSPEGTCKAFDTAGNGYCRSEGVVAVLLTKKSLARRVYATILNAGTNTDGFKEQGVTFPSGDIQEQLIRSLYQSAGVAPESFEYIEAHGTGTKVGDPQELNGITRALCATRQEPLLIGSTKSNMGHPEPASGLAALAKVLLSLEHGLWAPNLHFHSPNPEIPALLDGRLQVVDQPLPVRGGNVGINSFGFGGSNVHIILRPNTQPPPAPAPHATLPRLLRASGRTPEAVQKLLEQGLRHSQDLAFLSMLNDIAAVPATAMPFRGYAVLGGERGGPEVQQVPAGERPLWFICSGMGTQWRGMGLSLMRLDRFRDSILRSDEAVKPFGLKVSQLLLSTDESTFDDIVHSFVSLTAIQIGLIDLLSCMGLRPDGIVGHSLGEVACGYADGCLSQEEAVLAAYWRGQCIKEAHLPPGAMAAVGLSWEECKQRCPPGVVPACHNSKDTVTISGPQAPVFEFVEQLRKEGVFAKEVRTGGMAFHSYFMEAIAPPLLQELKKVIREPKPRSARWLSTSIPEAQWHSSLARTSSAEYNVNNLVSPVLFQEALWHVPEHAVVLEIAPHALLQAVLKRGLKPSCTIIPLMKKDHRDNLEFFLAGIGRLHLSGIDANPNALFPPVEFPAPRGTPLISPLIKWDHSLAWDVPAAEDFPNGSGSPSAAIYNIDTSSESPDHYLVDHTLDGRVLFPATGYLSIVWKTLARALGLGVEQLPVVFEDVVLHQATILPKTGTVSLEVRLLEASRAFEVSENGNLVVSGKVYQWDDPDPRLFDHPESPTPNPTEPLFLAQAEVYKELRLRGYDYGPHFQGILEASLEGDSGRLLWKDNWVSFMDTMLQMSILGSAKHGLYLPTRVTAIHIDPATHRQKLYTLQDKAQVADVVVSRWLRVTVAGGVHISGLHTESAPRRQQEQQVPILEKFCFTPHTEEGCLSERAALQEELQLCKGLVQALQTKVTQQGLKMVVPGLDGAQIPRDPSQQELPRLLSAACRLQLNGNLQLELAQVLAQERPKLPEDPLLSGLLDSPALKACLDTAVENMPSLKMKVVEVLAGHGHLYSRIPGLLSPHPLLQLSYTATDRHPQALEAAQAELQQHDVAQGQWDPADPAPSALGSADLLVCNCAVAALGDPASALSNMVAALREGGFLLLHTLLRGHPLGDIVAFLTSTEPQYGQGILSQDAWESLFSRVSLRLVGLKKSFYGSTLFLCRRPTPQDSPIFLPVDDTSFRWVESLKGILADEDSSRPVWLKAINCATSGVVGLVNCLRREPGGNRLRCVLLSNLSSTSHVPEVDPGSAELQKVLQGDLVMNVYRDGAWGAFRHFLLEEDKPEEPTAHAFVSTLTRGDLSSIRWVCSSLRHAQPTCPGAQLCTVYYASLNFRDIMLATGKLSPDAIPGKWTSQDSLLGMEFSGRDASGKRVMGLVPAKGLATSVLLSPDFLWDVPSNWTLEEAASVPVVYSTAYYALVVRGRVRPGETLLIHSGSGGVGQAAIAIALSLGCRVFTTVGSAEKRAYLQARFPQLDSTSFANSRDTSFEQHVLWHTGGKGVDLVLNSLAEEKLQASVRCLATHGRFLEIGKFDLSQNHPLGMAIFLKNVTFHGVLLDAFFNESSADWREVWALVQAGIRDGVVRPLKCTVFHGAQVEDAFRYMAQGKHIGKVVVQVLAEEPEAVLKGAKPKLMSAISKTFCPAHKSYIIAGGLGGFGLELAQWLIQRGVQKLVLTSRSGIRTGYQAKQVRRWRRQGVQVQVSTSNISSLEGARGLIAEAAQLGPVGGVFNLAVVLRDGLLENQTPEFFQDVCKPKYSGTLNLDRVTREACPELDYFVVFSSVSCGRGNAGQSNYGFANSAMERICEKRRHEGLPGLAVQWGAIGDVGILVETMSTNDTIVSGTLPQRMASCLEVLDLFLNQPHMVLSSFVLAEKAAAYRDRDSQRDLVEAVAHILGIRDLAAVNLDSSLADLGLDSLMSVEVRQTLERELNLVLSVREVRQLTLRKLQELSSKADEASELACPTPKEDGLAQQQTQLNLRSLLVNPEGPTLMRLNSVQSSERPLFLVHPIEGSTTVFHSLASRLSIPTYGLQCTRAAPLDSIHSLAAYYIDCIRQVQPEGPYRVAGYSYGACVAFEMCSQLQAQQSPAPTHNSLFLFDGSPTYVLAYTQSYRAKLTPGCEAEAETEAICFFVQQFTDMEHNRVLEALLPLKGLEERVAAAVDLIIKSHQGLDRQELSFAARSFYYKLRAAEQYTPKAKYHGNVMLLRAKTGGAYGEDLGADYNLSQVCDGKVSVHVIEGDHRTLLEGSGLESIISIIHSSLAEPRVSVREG
SKN-1 inh: C. elegans SKN-1 inhibition; inhibition, % at 21.8 µM; C. elegans VP596 Pgst-4::GFP/RFP ratio, acrylamide-induced, 24 h; 360,000 tested, 0.49% active;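 active = interference check ratio from 0.5 to 1.5 plus GFP to RFP signal ratio inhibition reaching or exceeding a fixed threshold, cut at about 30% in these data, passing the limit was not always enough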; note: some compounds called inactive have numbers as strong as hits
MLLE-PAM2 inh: blocks PAM2 peptide binding to the PABP1 MLLE domain | P11940 | GST-MLLE / FITC-PAM2 fluorescence polarization | inhibition, % at 20 µM | 360,000 tested, 0.36% active | AID 588489; in the data active = inhibition above about 35%, passing the limit was not always enough;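 note: plate controls were DMSO wells with GST-MLLE for no effect and wells lacking GST-MLLE protein for full effect; some results filed as inactive read as strong as hits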
MsrA inh: bovine MsrA inhibition; purified bovine MsrA, absorbance read-out; inhibition, % at 15.5 µM; 360,000 tested, 0.75% active; in the data active = inhibition above about 4.5%;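 note: 0% = vehicle wells with enzyme and 100% = reference inhibitor wells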
NRP1-CendR mod: alters CendR peptide binding to human NRP-1 | O14786 | 360,000 tested, 0.85% active | AID 602438 | FAM-RPARPAR peptide binding to NRP-1, fluorescence polarization | inhibition, % at 25 µM;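 active = inhibition or corrected inhibition above about 18%, plus a signal ratio from 0.5 to 1.5, limit read from the data, passing the limit was not always enough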; note: strong numbers were not always called active
* = called active by the depositor.

`COc1ccc(C2(CNC(=O)c3ccc(OC)c([N+](=O)[O-])c3)CCCCC2)cc1OC` gave bovine MsrA act -3.4, eLon inh -9.9, MT1-MMP act inh -3.6, Tb MetRS inh -0.1, FAS TE block 27.6, SKN-1 inh -2.1, MLLE-PAM2 inh -6.6, MsrA inh -0.7 and NRP1-CendR mod -5.5.
Screening C=CCn1c(SCC(=O)c2cc(C)n(CCOC)c2C)nc2sc(C)c(C)c2c1=O returned bovine MsrA act -2.5, eLon inh -4.6, MT1-MMP act inh -0.8, Tb MetRS inh -0.2, FAS TE block 23.5, SKN-1 inh 10.1, MLLE-PAM2 inh -30.8, MsrA inh 0.1 and NRP1-CendR mod 8.0.
For O=C(NCc1ccccc1)C(c1ccc(C(F)(F)F)cc1)n1c(=O)c(-c2ccccc2)nc2ccccc21 (centres undefined) the results were MT1-MMP act inh -5.2, Tb MetRS inh -1.4, SKN-1 inh 11.5, MsrA inh 1.3 and NRP1-CendR mod 9.9.
For CCCSC1=C(C#N)C2(CCCCC2)C(C#N)=C(N)N1 the results were bovine MsrA act -5.2, eLon inh -3.4, MT1-MMP act inh 1.6, Tb MetRS inh -0.6, FAS TE block -1.1, SKN-1 inh 4.8, MLLE-PAM2 inh -12.2, MsrA inh -0.3 and NRP1-CendR mod -12.9.
CCOC(=O)COc1cc2oc(=O)cc(C)c2cc1[N+](=O)[O-] was read as bovine MsrA act -3.1, eLon inh -1.2, MT1-MMP act inh 0.5, Tb MetRS inh -0.2, FAS TE block 9.0, SKN-1 inh 5.6, MLLE-PAM2 inh 4.4, MsrA inh -0.5 and NRP1-CendR mod 4.7.
Screening CCc1cccc(C)c1NC(=O)C1C2CCC(O2)C1C(=O)O (centres undefined) returned bovine MsrA act -2.0, eLon inh -1.3, MT1-MMP act inh 3.1, Tb MetRS inh -0.4, FAS TE block -2.5, SKN-1 inh 4.8, MLLE-PAM2 inh -3.7, MsrA inh -0.4 and NRP1-CendR mod 0.2.
Screening COc1ccccc1NC(=O)C1C2CCCCC21 (centres undefined) returned bovine MsrA act 1.7, eLon inh 9.3, MT1-MMP act inh -0.2, Tb MetRS inh -0.4, FAS TE block 1.9, SKN-1 inh 5.5, MLLE-PAM2 inh -3.3, MsrA inh -0.6 and NRP1-CendR mod 2.6.
Screening O=S1(=O)CC2SC(=S)N(c3ccccc3)C2C1 (centres undefined) returned bovine MsrA act -3.1, eLon inh -8.3, MT1-MMP act inh 2.2, Tb MetRS inh -0.4, FAS TE block -4.4, SKN-1 inh 12.7, MLLE-PAM2 inh 10.4, MsrA inh 0.0 and NRP1-CendR mod 4.4.
For Cc1cccc(NC(=O)C2CCN(C(=O)c3ccc(F)cc3)CC2)n1 the results were bovine MsrA act -3.5, eLon inh -9.0, MT1-MMP act inh -5.3, Tb MetRS inh 0.0, FAS TE block -3.7, SKN-1 inh -0.2, MLLE-PAM2 inh 7.8, MsrA inh -0.8 and NRP1-CendR mod -7.1.
`COc1cc(OC)cc(C(=O)NC(=S)NNC(=O)[C@H]2C[C@@H]2c2ccccc2)c1` gave bovine MsrA act 4.2, eLon inh -4.2, MT1-MMP act inh 9.0, Tb MetRS inh 0.3, FAS TE block 11.3, SKN-1 inh 4.9, MLLE-PAM2 inh -1.1, MsrA inh -0.4 and NRP1-CendR mod -1.1.
For Cn1nnnc1SCc1ccc(C(=O)Nc2nccs2)cc1 the results were bovine MsrA act -1.8, eLon inh -4.1, MT1-MMP act inh -5.2, Tb MetRS inh 0.3, FAS TE block -8.6, SKN-1 inh 10.4, MLLE-PAM2 inh 5.6, MsrA inh -0.2 and NRP1-CendR mod 5.1.
COc1ccc(-n2nc([N+](=O)[O-])c(=NCc3ccc4c(c3)OCO4)n2O)cc1 was read as bovine MsrA act -2.8, eLon inh 3.5, MT1-MMP act inh -0.8, Tb MetRS inh 0.9, FAS TE block 9.9, SKN-1 inh 15.0, MLLE-PAM2 inh -5.6, MsrA inh -1.2 and NRP1-CendR mod -12.1.
CCC(C(=O)Nc1ccncc1)c1ccccc1 (centres undefined) was read as bovine MsrA act -5.2, eLon inh 4.6, MT1-MMP act inh 0.7, Tb MetRS inh 0.0, FAS TE block -5.8, SKN-1 inh -1.5, MLLE-PAM2 inh 6.8, MsrA inh 0.8 and NRP1-CendR mod 4.9.
Screening COc1ccc(-c2cc(C(=O)NCCCN3CCCC3=O)c3ccccc3n2)cc1OC returned bovine MsrA act -6.3, eLon inh 1.0, MT1-MMP act inh 5.8, Tb MetRS inh -0.6, FAS TE block -5.6, SKN-1 inh -11.3, MLLE-PAM2 inh 1.6, MsrA inh 2.5 and NRP1-CendR mod 8.2.
Cc1ccc(OCCN2CCN(C(=O)CCC(=O)Nc3nnc(CC(C)C)s3)CC2)cc1 was read as bovine MsrA act -6.9, eLon inh 4.7, MT1-MMP act inh 1.5, Tb MetRS inh -1.1, FAS TE block 1.5, SKN-1 inh -11.4, MLLE-PAM2 inh 10.9, MsrA inh -1.1 and NRP1-CendR mod 13.3.
Screening O=C(COC(=O)c1ccc([N+](=O)[O-])o1)Nc1cccc(S(=O)(=O)N2CCOCC2)c1 returned bovine MsrA act -0.6, eLon inh 2.1, MT1-MMP act inh 1.6, Tb MetRS inh 0.2, FAS TE block -6.6, SKN-1 inh 2.7, MLLE-PAM2 inh -47.0, MsrA inh 1.6 and NRP1-CendR mod -28.3.
Screening CCOC(=O)c1cc(-c2ccccc2)sc1NC(=O)C(C)OC(=O)c1cccnc1Cl (centres undefined) returned bovine MsrA act -2.5, eLon inh 2.6, MT1-MMP act inh -5.3, Tb MetRS inh 0.3, FAS TE block 22.7, SKN-1 inh 3.0, MLLE-PAM2 inh -7.1, MsrA inh 1.4 and NRP1-CendR mod -3.2.
`CCOc1cc(NCc2ccccc2)c2ncn(C(C)C)c2c1` gave bovine MsrA act 1.7, eLon inh 0.1, MT1-MMP act inh 3.7, Tb MetRS inh 1.0, FAS TE block 16.3, SKN-1 inh 17.2, MLLE-PAM2 inh -10.4, MsrA inh -0.3 and NRP1-CendR mod -7.0.
Screening CN1CCN(C(=O)c2ccc(-c3cc4nc(NCc5cccnc5)n(C)c(=O)c4s3)cc2)CC1 returned bovine MsrA act -2.4, eLon inh -3.2, MT1-MMP act inh 4.5, Tb MetRS inh -0.6, FAS TE block -6.9, SKN-1 inh 17.1, MLLE-PAM2 inh -2.1, MsrA inh 1.9 and NRP1-CendR mod -11.7.
CC(C)Sc1nc2c(c(=O)n(C)c(=O)n2C)n1C was read as bovine MsrA act -1.0, eLon inh -0.2, MT1-MMP act inh 2.4, Tb MetRS inh 0.1, FAS TE block -6.1, SKN-1 inh 5.4, MLLE-PAM2 inh -14.6, MsrA inh -0.4 and NRP1-CendR mod 9.8.
`O=C(COc1ccc(/C=N/NS(=O)(=O)c2ccccc2)cc1)Nc1ccccc1` gave bovine MsrA act -15.1, eLon inh 13.1, MT1-MMP act inh -4.6, Tb MetRS inh -1.6, FAS TE block -2.9, SKN-1 inh -8.6, MLLE-PAM2 inh -17.3, MsrA inh -0.8 and NRP1-CendR mod -20.3.
Screening Cc1onc(-c2ccccc2Cl)c1C(=O)O/N=C(\N)c1ccc([N+](=O)[O-])o1 returned bovine MsrA act -10.0, eLon inh 2.7, MT1-MMP act inh -0.7, Tb MetRS inh -0.4, FAS TE block 0.1, SKN-1 inh -12.6, MLLE-PAM2 inh -13.6, MsrA inh 0.3 and NRP1-CendR mod 3.8.
For COc1cccc(OCc2cc(C(=O)NCc3ccccn3)no2)c1 the results were bovine MsrA act 4.5, eLon inh 2.1, MT1-MMP act inh -1.0, Tb MetRS inh -0.2, FAS TE block -6.6, SKN-1 inh 12.8, MLLE-PAM2 inh 2.2, MsrA inh -0.6 and NRP1-CendR mod 11.4.
COCCn1c(=O)sc2ccccc2c1=O was read as bovine MsrA act -9.2, eLon inh 4.8, MT1-MMP act inh 1.3, Tb MetRS inh -1.1, FAS TE block -4.9, SKN-1 inh 1.1, MLLE-PAM2 inh 15.7, MsrA inh -1.3 and NRP1-CendR mod 4.1.
For Cc1nnc(C)n1/N=C/c1cc(Br)ccc1O the results were bovine MsrA act -0.1, eLon inh -3.2, MT1-MMP act inh 6.9, Tb MetRS inh 0.8, FAS TE block -7.0, SKN-1 inh -12.9, MLLE-PAM2 inh 12.6, MsrA inh 0.3 and NRP1-CendR mod -1.3.
Screening CCCCOc1ccc(CC2CCC(=O)NC2=O)cc1 (centres undefined) returned bovine MsrA act -3.6, eLon inh 8.7, MT1-MMP act inh 1.2, Tb MetRS inh -0.1, FAS TE block -6.5, SKN-1 inh -3.9, MLLE-PAM2 inh 14.8, MsrA inh -0.3 and NRP1-CendR mod 6.1.
For CC(C)c1ccc(C2C3=C(COC3=O)Nc3cc4c(cc32)OCO4)cc1 (centres undefined) the results were bovine MsrA act -6.4, eLon inh 1.1, MT1-MMP act inh -13.7, Tb MetRS inh -0.6, FAS TE block 8.9, SKN-1 inh -8.2, MLLE-PAM2 inh 0.0, MsrA inh 0.3 and NRP1-CendR mod -7.4.
`Cc1cc(C)c(S(=O)(=O)c2c(C)cccc2C)c(Cl)n1` gave bovine MsrA act -6.8, eLon inh -7.0, MT1-MMP act inh 0.5, Tb MetRS inh -0.8, FAS TE block 4.7, SKN-1 inh -26.8, MLLE-PAM2 inh 0.5, MsrA inh -1.2 and NRP1-CendR mod -2.4.
CC(NC1CCCCC1)C(=O)NN=C(c1ccccc1)c1ccccc1 (centres undefined) was read as bovine MsrA act -0.4, eLon inh -5.6, MT1-MMP act inh -1.5, Tb MetRS inh 0.1, FAS TE block 0.2, SKN-1 inh -1.2, MLLE-PAM2 inh 4.2, MsrA inh -0.3 and NRP1-CendR mod 7.5.
Screening Cc1cc(NC(=O)c2cccc(Br)c2)no1 returned bovine MsrA act -3.3, eLon inh -0.7, MT1-MMP act inh -3.0, Tb MetRS inh -0.4, FAS TE block -1.6, SKN-1 inh 9.9, MLLE-PAM2 inh 4.7, MsrA inh -0.2 and NRP1-CendR mod 4.7.
For COc1ccc(C2NC(=O)CS2)cc1 (centres undefined) the results were bovine MsrA act -2.7, eLon inh 5.7, MT1-MMP act inh -6.6, Tb MetRS inh -1.9, FAS TE block -3.9, SKN-1 inh -13.2, MLLE-PAM2 inh 17.3, MsrA inh -0.6 and NRP1-CendR mod -2.1.
CCCc1cc(=O)oc2c(C)c(OC(C)C(=O)NCCN3CCOCC3)ccc12 (centres undefined) was read as bovine MsrA act -2.5, eLon inh 1.7, MT1-MMP act inh 2.5, Tb MetRS inh -0.1, FAS TE block -5.6, SKN-1 inh -2.2, MLLE-PAM2 inh -4.5, MsrA inh 1.0 and NRP1-CendR mod 11.5.
For CCc1nc2ccc(C(=O)NCCC(C)C)cn2c1N(C)Cc1ccc(OC)cc1 the results were bovine MsrA act -8.3, eLon inh -13.0, MT1-MMP act inh 1.1, Tb MetRS inh -0.5, FAS TE block 7.7, SKN-1 inh 7.7, MLLE-PAM2 inh -13.8, MsrA inh -1.1 and NRP1-CendR mod -13.0.

Source: PubChem
